Screens from PubChem.
ALOX12 inh: blocks human arachidonate 12S-lipoxygenase; purified 12hLO, xylenol orange hydroperoxide absorbance; Potency, µM (top dose mostly 108 µM), without a hit: at the highest dose activity change, negative = inhibition, usual class: inhibitors; actives 1.1% (n = 580,000); P18054; note: potency is the fitted concentration of half-maximal effect; % is set by controls: 0 for no effect and ±100 for the full control effect
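Purified human 12hLO (150 nM final) in 25 mM Hepes, 0.01% Triton X-100, pH 7.0 was preincubated 15 min at room temperature with compound. Then 40 uM arachidonic acid was added, 30 min. Hydroperoxide was read by Fe-XO absorbance ratio 573/405 nm.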
GLS inhibitor: glutaminase GLS (human) inhibition; O94925; GLS enzymatic activity, qHTS titration; Potency, µM (titrated, usually from 45.5 µM), inactives show top-dose activity change, negative = inhibition, hits mostly inhibitors; actives 0.21% (n = 410,000); AID 624170; note: potency is the fitted concentration of half-maximal effect; % is set by controls: 0 for no effect and ±100 for the full control effect
Target sequence (O94925 whole entry, looked up): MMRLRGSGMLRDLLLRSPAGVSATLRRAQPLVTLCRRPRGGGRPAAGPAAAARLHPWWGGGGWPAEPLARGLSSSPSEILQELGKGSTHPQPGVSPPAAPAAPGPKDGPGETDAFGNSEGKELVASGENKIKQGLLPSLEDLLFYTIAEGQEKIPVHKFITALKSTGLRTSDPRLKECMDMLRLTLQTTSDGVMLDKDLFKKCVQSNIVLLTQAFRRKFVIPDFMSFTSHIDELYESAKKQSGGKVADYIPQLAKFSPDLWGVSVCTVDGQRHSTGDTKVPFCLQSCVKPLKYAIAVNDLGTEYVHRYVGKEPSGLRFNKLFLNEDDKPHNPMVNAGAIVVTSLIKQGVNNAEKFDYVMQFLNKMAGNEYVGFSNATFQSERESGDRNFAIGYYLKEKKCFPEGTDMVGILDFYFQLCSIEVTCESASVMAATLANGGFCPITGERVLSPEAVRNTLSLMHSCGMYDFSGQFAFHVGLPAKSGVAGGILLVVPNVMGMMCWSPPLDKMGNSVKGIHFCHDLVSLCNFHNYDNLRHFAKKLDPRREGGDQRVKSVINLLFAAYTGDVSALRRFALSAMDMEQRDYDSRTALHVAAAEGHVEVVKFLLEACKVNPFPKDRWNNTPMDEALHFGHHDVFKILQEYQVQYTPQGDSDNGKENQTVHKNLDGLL
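Coupled fluorescence readout: glutamate oxidase/HRP/Amplex Red detect glutamate formed by hKGA from L-glutamine (1 mM solution added). Buffer 45 mM KH2PO4 pH 8.2, 0.02% Tween-20; reads at t0 and 30 min RT.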
RGS4 inhibitor: inhibitors of human regulator of G protein signaling 4; Transcreener GDP fluorescence polarization, RGS4-accelerated GTP hydrolysis; P49798; Potency, µM (series often up to 114 µM), inactives show at the highest dose activity change, negative = inhibition, hits mostly inhibitors; actives 0.039% (n = 390,000); note: potency is the fitted concentration of half-maximal effect; % is set by controls: 0 for no effect and ±100 for the full control effect; nearly all actives have a fitted effect of over 75% in size; some results filed as inactive show a strong effect at the top dose
Target sequence (P49798 whole entry, looked up): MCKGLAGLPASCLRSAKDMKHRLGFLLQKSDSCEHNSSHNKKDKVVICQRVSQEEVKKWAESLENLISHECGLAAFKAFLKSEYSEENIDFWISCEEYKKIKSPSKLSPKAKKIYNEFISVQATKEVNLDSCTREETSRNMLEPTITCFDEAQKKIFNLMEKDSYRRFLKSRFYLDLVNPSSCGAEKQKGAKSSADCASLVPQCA
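MLSMR compounds (23 nl, pin-transferred) preincubated 10 min at room temperature with a 500nM (2x) first reagent, then RGS4 at 900nM (2x) plus Transcreener GDP mix added; fluorescence polarization (620/688 nm) read before and after 90 min at 30 °C.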
PI4K2A inh: inhibitors of human PI4K2A | purified PI4K2A, ADP-Glo luminescence, 1 h; hits give low values | Q9BTU6 | actives 0.13% (n = 420,000) | activity change, negative = inhibition, % at 76.9 µM; in the data active = activity change below about -50%; inconclusive = mostly about -30% to -49%;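 note: -100% = wells without enzyme as full effect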
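In this quantitative HTS, ADP production by PI4K2A was quantified luminescently after 1 h at ambient temperature; 100 microM adenosine served as plate-quality control.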
ERG Ets-DNA blk: blocks human ERG Ets domain binding to DNA. fluorescence polarization, His-ERG Ets domain / labelled DNA. Potency, µM (series often up to 76.9 µM), inactives show at the highest dose FP activity, negative = inhibition, most hits filed as inhibitors. actives 0.028% (n = 370,000); active = well fitted inhibition curve with a large enough effect in the polarisation, with a control signal flat; inconclusive = small, poorly fitted or top-dose-only effect, or effect the other way, or a change in a side signal; inactive = no such curve, though single readings can be large or run the other way; the % refers to the polarisation;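 note: polarization taken with two DNA probes labelled with fluorescein and Texas red; potency is the fitted concentration of half-maximal effect; % of control where 0% means no effect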
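His-tagged ERG Ets domain (1 uM in the protein solution; 300mM KCl, 50mM Tris-HCl, 1mM EDTA, 1mM DTT, pH 7.5) received compound, then a probe mix of 5 nM fluorescein-DNA and 100nM Texas-615-DNA. Fluorescence polarization was read for both dyes.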
G9a inh: inhibitors of human histone lysine methyltransferase G9a | Q96KQ7 | G9a H3K9 monomethylation, AlphaScreen, 2 h | Potency, µM (titrated, usually from 102 µM), inactives show top-dose activity, negative = inhibition, actives largely listed as inhibitors | actives 8.8% (n = 350,000); note: potency is the fitted concentration of half-maximal effect; % is set by controls: 0 for no effect and ±100 for the full control effect; nearly all actives have a fitted effect of over 75% in size
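Step 1: enzyme (final 20 nM) with compound, 15 min RT. Step 2: substrate peptide 500 nM and SAM 20 uM, 2 h RT. Step 3: anti-H3K9me1 antibody and AlphaScreen beads, 10 min, then plate read.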
HP1b chromo inh: blocks HP1-beta chromodomain binding to methylated histone tails; actives 0.56% (n = 390,000); P83916; AlphaScreen HP1-beta / biotin-H3K9me3 peptide binding; Potency, µM (series often up to 114 µM), without a hit: at the top dose activity change, negative = inhibition, actives largely listed as inhibitors; note: potency is the fitted concentration of half-maximal effect; nearly all actives have a fitted effect of over 70% in size; inactives centre near 23
Target sequence (P83916 whole entry, looked up): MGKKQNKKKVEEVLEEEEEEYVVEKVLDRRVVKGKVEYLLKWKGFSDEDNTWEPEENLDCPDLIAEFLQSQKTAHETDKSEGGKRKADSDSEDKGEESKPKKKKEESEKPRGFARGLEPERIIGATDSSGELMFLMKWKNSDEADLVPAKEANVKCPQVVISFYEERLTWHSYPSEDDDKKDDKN
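HP1-beta protein (50 nM final) preincubated 30 min at room temperature with biotinylated H3(1-18)K9me3 peptide (50 nM) in PBS pH 7.4, 0.01% Tween-20, then compound added for 30 min. AlphaScreen streptavidin donor/nickel chelate acceptor beads (10 ug/mL final), 30 min dark, luminescence read.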
BAZ2B inh: blocks human BAZ2B; Q9UIF8; AlphaScreen BAZ2B-H3K14Ac peptide displacement; Potency, µM (doses to about 114 µM), for inactives: at the top dose activity change, negative = inhibition, hits mostly inhibitors; actives 4.4% (n = 360,000); AID 504333; note: potency is the fitted concentration of half-maximal effect; % is set by controls: 0 for no effect and ±100 for the full control effect; nearly all actives have a fitted effect of over 60% in size
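Protein-peptide AlphaScreen: BAZ2B 50 nM, b-H3K14Ac 50 nM, 1x PBS pH 7.4 + 0.01% Tween-20. Preincubation 30 min RT; cpd 30 min RT (top 110 uM); beads 20 min RT, light-protected.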
JMJD2A Tudor inh: JMJD2A Tudor domain (human) inhibition | O75164 | AlphaScreen JMJD2A-Tudor / H3K4me3 peptide binding | Potency, µM (top dose mostly 114 µM), without a hit: at the highest dose activity change, negative = inhibition, actives largely listed as inhibitors | actives 4.4% (n = 390,000) | AID 504339; note: potency is the fitted concentration of half-maximal effect; % is set by controls: 0 for no effect and ±100 for the full control effect; nearly all actives have a fitted effect of over 50% in size
Numbers without * were called inactive; u = inconclusive; x = not tested or not shown; [ ] = dose if it differs, or a comment. Unless noted, calls come from the whole dose curve; as a rule, active = well fitted curve in the direction sought with a large enough effect; inconclusive = small, poorly fitted or top-dose-only effect, or another doubt; inactive = no such curve, though single readings can be large; an effect the other way counts as inactive or inconclusive.

SMILES	ALOX12 inh	GLS inhibitor	RGS4 inhibitor	PI4K2A inh	ERG Ets-DNA blk	G9a inh	HP1b chromo inh	BAZ2B inh	JMJD2A Tudor inh
CC(OC(=O)c1ccc(NC(=O)CC#N)cc1)C(=O)NC(c1ccccc1)c1ccccc1 (stereo unspecified)	187.5%[activator]	-6.1%	-24.2%	-1.1	-3.6%	x	27.1%	x	-8.9%
Cc1c(Cl)cccc1-c1ccc(C(=O)N2CCN(c3ccc([N+](=O)[O-])cc3)CC2)o1	360.7%[activator]	-10.6%	u	14.0	0.1%	u	16.4%	-36.6%	-23.6%
CCOC(=O)C1CCCCN1Cc1cc(Cl)ccc1O (stereo unspecified)	u	15.4%	-10.6%	4.4	-14.8%	-11.0%[59 µM]	84.8%	17.2%	16.4%
OCCCn1c(C2CCCN2c2nc(-c3ccc(F)cc3)cs2)nc2cc(Cl)c(N3CCCCC3)cc21 (stereo unspecified)	-7.6%	-7.4%	-15.0%	3.5	7.3%	x	26.1%	x	-15.2%
CN(C(=O)CSc1nc2c(c(=O)[nH]1)CCCC2)c1ccccc1	-1.4%	3.4%	1.8%	-2.6	4.7%	u	23.1%	-13.6%	4.3%
CCCC(=O)Nc1nc(-c2ccc(Cl)s2)cs1	u	1.8%	0.4%	1.8	-11.5%	14.8%	43.7%[activator]	1.7%	-9.0%
Cc1ccc(C(C(=O)NC2CCCC2)N(Cc2ccco2)C(=O)CCC(=O)Nc2cc(C)on2)cc1 (stereo unspecified)	u	11.1%	-9.9%	-9.0	-1.9%	-14.8%[59 µM]	11.9%	3.1%	-31.4%
COc1cccc(CN2CC(C(=O)NCC3CCOCC3)CCC2=O)c1 (stereo unspecified)	-3.4%	-5.3%	6.4%	7.8	-5.4%	-12.1%	36.3%	2.3%	-4.9%
O=C(NCC(=O)N(c1ccccc1F)C(C(=O)NC1CCCC1)c1ccncc1)c1ccco1 (stereo unspecified)	-0.6%	0.8%	12.8%	-0.2	-8.3%	-11.8%	18.9%	0.8%	6.0%
C=CCn1c(-c2c(C)nc3cc(C)ccn23)n[nH]c1=S	u	10.2%	-16.1%	-6.4	-2.0%	10µM*	25.6%	-4.2%	10µM*
COc1cc2cnc(CCCC#N)cc2cc1OC	-5.8%	-1.4%	14.4%	-2.8	2.4%	x	33.2%	x	-6.4%
CC(=O)N1CCCc2cc(S(=O)(=O)N(C)CC(=O)Nc3ccc(F)c(Cl)c3)ccc21	-26.9%	-13.8%	-4.8%	0.8	-9.6%	14.7%[59 µM]	10.6%[57 µM]	-1.2%	-12.9%
Cc1cc(C)n(CCC(=O)Nc2cccc(F)c2)n1	8.0%	-1.5%	7.1%	0.7	-4.4%	5.5%[59 µM]	44.8%[activator]	-9.2%	-5.3%
COc1cccc(N2CCN(C(=O)CN3C(=O)COc4ccc(S(=O)(=O)N5CCC(C)CC5)cc43)CC2)c1	-5.0%	7.9%	19.5%	1.2	-1.8%	-6.2%[59 µM]	38.8%	-19.4%	-12.9%
Cc1ccc(CC2CC(=O)N(CCc3ccccc3)C2=O)cc1 (stereo unspecified)	-1.0%	0.2%	35.1%	-27.6	7.2%	51.9%[activator]	65.2%[activator]	14.1%	16.1%
Cc1cccc(C(=O)NC(=O)Nc2ccc(-n3nc(C(F)(F)F)cc3C(F)(F)F)cc2)c1	-9.0%	-0.6%	19.4%	-2.4	-4.8%	0.9%[59 µM]	14.1%	-14.1%	-28.7%
CC(=O)Nc1ccc(C(=O)CN2C(=O)NC3(CCCc4ccccc43)C2=O)c(F)c1 (stereo unspecified)	u	-11.2%	-1.8%	2.5	0.4%	x	17.8%	x	-9.7%
Cc1cc(N2CCN(C)CC2)nc(-c2ccccc2O)n1	-12.3%	1.0%	-1.3%	4.3	-3.0%	0.9%	12.5%	2.9%	-17.7%
O=C(CNC(=S)N(Cc1ccc(F)cc1)C1CCCCC1)NCC1CCCO1 (stereo unspecified)	0.1%	-6.4%	-31.8%	-5.3	2.0%	-19.7%	28.6%	-22.3%	-12.5%
COc1ccc(C(=O)Nc2cccc(C(C)=O)c2)c(OC)c1OC	0.0%	0.8%	-14.9%	-3.8	0.2%	6.3%[12.7 µM]	35.0%	9.1%	-2.2%
COc1ccc(C(=O)N(Cc2cc(OC)c(OC)c(OC)c2)C2CCS(=O)(=O)C2)cc1Cl (stereo unspecified)	6.9%	-0.4%	-10.6%	-0.7	2.5%	9.2%[59 µM]	40.5%[activator]	2.6%	-0.7%
COc1ccc(N(Cc2cc3ccccc3[nH]c2=O)S(=O)(=O)c2ccc(OC)cc2)cc1	5.2%	-13.7%	10.3%	3.9	-0.9%	x	13.8%	-8.7%	-30.9%
COC(=O)c1cc2sccc2n1CC(=O)Nc1ccc(OC)c(OC)c1	u	2.6%	18.6%	0.7	-3.0%	-24.9%[59 µM]	11.7%	-6.6%	-19.6%
CC(C)=NNC1=NC(C)(C)Cc2ccccc21	u	1.9%	-34.0%	1.1	-0.6%	x	24.5%	-15.4%	-6.4%
CC(C)(C)C(=O)NCCc1nc2ccccc2n1CCCCOc1ccccc1	-2.4%	6.7%	12.6%	-0.8	-0.5%	-1.1%[59 µM]	27.4%	-7.5%	-8.7%
CCOc1ccccc1N(CC(=O)Nc1cccnc1)S(C)(=O)=O	-16.6%	10.8%	13.4%	6.7	-6.4%	-37.6%	39.3%[activator]	-5.6%	-9.4%
COc1cccc(N(C(=O)Cn2nnc3ccccc32)C(C(=O)NCc2ccco2)c2cccnc2)c1 (stereo unspecified)	138.8%[activator]	0.3%	12.1%	2.9	0.7%	u	33.3%	-9.7%	-10.8%
Cc1cccc(C)c1NC(=O)C(C)Sc1n[nH]c(-c2ccncc2)n1 (stereo unspecified)	12.6%	-0.5%	-1.2%	0.2	13.3%	9.5%	27.5%	-1.0%	0.7%
CC(c1ccccc1)n1c(Br)nc2c1c(=O)[nH]c(=O)n2C (stereo unspecified)	1.4%	-7.9%	2.5%	1.9	11.8%	-1.3%[0.501 µM]	22.5%	-4.6%	-4.1%
COCCN(C(=O)c1cc(Cl)nc2ccccc12)c1c(N)n(Cc2ccccc2)c(=O)[nH]c1=O	10.8%	0.9%	-8.0%	3.9	-3.7%	-6.0%[12.7 µM]	30.8%	24.2%	3.9%
COC(=O)c1cc(NC(=O)/C=C/c2ccc3c(c2)OCO3)cc(C(=O)OC)c1	-24.1%	-8.2%	-7.5%	-4.2	-1.1%	15.5%	24.5%	2.3%[57.1 µM]	-5.6%
Cc1cc(NC(=O)c2cccc([N+](=O)[O-])c2)n(-c2ccccc2)n1	-10.6%	1.4%	-15.8%	0.0	7.4%	18.4%[59 µM]	19.2%	-3.1%	-9.1%
Cc1cc(C(=O)CN2C(=O)NC(CCS(C)(=O)=O)C2=O)c(C)n1C1CC1 (stereo unspecified)	200.5%[activator]	-0.1%	1.2%	-11.9	-6.5%	x	1.4%	x	-29.5%
Cc1cc(-c2nnc(SCC(=O)Nc3cccc(F)c3)n2N)n[nH]1	-7.3%	3.0%	-24.6%	0.0	-8.3%	2.5%	36.1%	-14.4%	-3.8%
Cc1cccc(N2CCN(C(=S)c3ccc(-c4ccccc4[N+](=O)[O-])o3)CC2)c1	-23.5%	2.2%	-38.4%	3.7	3.0%	11.2µM*	15.8µM*	10µM*	8.91µM*
Cc1cccc(N2CCN(C(=O)CSc3nc4ccccc4nc3N3CC(C)OC(C)C3)CC2)c1C (stereo unspecified)	-12.6%	u	-36.9%	-3.0	7.7%	-2.6%	83.6%[activator]	7.9%	17.5%
CCOC(=O)CSc1nnc2c3ccccc3n(CC)c2n1	0.0%	-0.4%	5.1%	-4.4	-3.1%	-5.8%	16.4%	2.6%	-12.9%
O=C(Nc1ccccc1C(=O)Nc1ccccn1)c1cccc([N+](=O)[O-])c1	-17.1%	-1.7%	-42.3%	-1.8	-6.7%	x	49.2%[activator]	-10.5%	-14.5%
COC(=O)c1ccc(NC(=O)Cc2ccccc2)cc1	0.0%	-2.2%	-10.7%	-2.0	-1.7%	73.8%[activator][59 µM]	60.6%[activator]	12.8%	-6.5%
O=C(CSc1nc(C(F)(F)F)cc(=O)[nH]1)N1CCOCC1	-34.9%	-0.6%	-0.6%	4.3	-3.4%	-1.9%	37.2%	3.4%	0.0%
CCCC[C@@H]1CNC(=S)N1CCCc1cc(OC)c(OC)c(OC)c1	-7.5%	4.2%	-17.6%	0.5	-12.0%	9.4%[12.7 µM]	27.4%	-35.3%	-18.1%

Among those listed so far, these contain a CF3 group:
SMILES	ALOX12 inh	GLS inhibitor	RGS4 inhibitor	PI4K2A inh	ERG Ets-DNA blk	G9a inh	HP1b chromo inh	BAZ2B inh	JMJD2A Tudor inh
Cc1cccc(C(=O)NC(=O)Nc2ccc(-n3nc(C(F)(F)F)cc3C(F)(F)F)cc2)c1	-9.0%	-0.6%	19.4%	-2.4	-4.8%	0.9%[59 µM]	14.1%	-14.1%	-28.7%
O=C(CSc1nc(C(F)(F)F)cc(=O)[nH]1)N1CCOCC1	-34.9%	-0.6%	-0.6%	4.3	-3.4%	-1.9%	37.2%	3.4%	0.0%

These rows are one share of the data (hit frequency here may not be typical).
